High-throughput results from PubChem.
PPC-1+TRAIL kill – PPC-1 cancer cell killing with TRAIL present | AID 1443 | cell killing (% activity), % at 4 µM | 220,000 tested, 0.41% active | PPC-1 cells + TRAIL, ATPLite viability luminescence;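 active = cell killing above 50% in the first pass at 4 µM, then a duplicate retest at 5 µM averaging 50% or more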;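 also: plate controls were cells with TRAIL plus DMSO for no effect and medium-only wells lacking cells for full effect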
Tb hexokinase – T. brucei hexokinase 1 inhibition; recombinant TbHK1, G6PDH-coupled NADH A340; inhibition, % at 10 µM; 220,000 tested, 0.11% active;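 active = inhibition of 50% or more in the single-dose primary screen; inactive = inhibition below 50%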
PGE2 EP2 inh – EP2 receptor (human) inhibition. P43116. C6 glioma cells expressing human EP2, cAMP TR-FRET; cells stimulated with saturating PGE2. inhibition, % at 25 µM. 260,000 tested, 0.52% active;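 active = percent inhibition above 40 after rounding to a whole number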;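 also: rat C6 glioma host cells with rolipram phosphodiesterase inhibitor present; the protocol text gives 20 µM as final concentration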
Target sequence (P43116 whole entry, looked up): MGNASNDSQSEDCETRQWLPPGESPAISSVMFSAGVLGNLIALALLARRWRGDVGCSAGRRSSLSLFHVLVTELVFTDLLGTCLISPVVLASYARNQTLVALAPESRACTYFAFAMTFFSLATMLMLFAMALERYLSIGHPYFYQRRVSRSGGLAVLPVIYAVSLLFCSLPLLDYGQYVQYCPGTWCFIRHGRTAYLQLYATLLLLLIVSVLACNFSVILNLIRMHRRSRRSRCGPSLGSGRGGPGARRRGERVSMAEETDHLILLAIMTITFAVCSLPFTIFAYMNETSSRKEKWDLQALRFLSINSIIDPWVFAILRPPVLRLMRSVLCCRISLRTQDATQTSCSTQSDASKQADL
p97 ATPase inh – inhibitors of human p97 ATPase | inhibition, % at 8 µM | 220,000 tested, 0.42% active | AID 1481 | recombinant p97 ATPase, Kinase-Glo ATP luminescence, 3 h | P55072; in the data active = inhibition above about 15%;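 also: 0% = DMSO vehicle and 100% = wells lacking enzyme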
Ba/F3 V617F tox – lowers viability of Ba/F3 cells expressing EpoR and JAK2V617F; ATP luminescence; inhibition, % at 5.6 µM; 220,000 tested, 1.1% active; AID 1446;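 active = inhibition above the campaign mean plus 3 SD over all tested compounds, cut at about 24% in these data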;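 also: cytokine-independent growth of Ba/F3 cells driven by EpoR plus mutant JAK2; 0% = DMSO-treated cells and 100% = JAK inhibitor I control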
BaF3 tox – parental Ba/F3 viability inhibition as JAK2V617F counter-screen | CellTiter-Glo ATP luminescence | inhibition, % at 5.6 µM | 220,000 tested, 1.1% active;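 active = inhibition above a per-campaign cutoff, the mean inhibition of all tested compounds plus 3 SD, cut at about 27% in these data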;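 also: 0% = DMSO wells and 100% = JAK Inhibitor I control wells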
RBBP9 inh – blocks human serine hydrolase RBBP9 | O75884 | recombinant RBBP9, FP-Rh probe fluorescence polarization | inhibition, % at 7.94 µM | 220,000 tested, 0.2% active | AID 1515;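 active = inhibition above the campaign mean of all tested compounds plus 3 SD, cut at about 14% in these data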;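 also: plate controls were DMSO wells with RBBP9 for no effect and wells lacking RBBP9 protein for full effect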
Target sequence (O75884 whole entry, looked up): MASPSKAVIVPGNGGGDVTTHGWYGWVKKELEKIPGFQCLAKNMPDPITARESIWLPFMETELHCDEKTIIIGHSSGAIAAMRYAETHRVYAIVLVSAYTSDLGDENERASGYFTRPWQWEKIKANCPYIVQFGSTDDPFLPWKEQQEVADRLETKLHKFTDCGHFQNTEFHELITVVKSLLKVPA
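Assay system: recombinant human RBBP9; Reagent: Serine-hydrolase probe FP-Rh, 375 nM pre-mixing; Doses: 7.94 µM single dose, 0.794% DMSO; Incubation: 30 min then 45 min, 25 °C; Detection: fluorescence polarization (mP), excitation 525 nm, emission 598 nm; Evaluation: percent inhibition from mP, scaled between DMSO and no-protein wells.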
p47phox inh – inhibitors of human p47phox binding | inhibition, % at 24.7 µM | AID 1274 | 220,000 tested, 0.53% active | p47phox/p22phox peptide binding, fluorescence polarization, 2 h | P14598;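 active = inhibition above about 30%, limit read from the data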;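 also: 0% = p47phox with labelled peptide and 100% = labelled peptide alone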
Target sequence (P14598 whole entry, looked up): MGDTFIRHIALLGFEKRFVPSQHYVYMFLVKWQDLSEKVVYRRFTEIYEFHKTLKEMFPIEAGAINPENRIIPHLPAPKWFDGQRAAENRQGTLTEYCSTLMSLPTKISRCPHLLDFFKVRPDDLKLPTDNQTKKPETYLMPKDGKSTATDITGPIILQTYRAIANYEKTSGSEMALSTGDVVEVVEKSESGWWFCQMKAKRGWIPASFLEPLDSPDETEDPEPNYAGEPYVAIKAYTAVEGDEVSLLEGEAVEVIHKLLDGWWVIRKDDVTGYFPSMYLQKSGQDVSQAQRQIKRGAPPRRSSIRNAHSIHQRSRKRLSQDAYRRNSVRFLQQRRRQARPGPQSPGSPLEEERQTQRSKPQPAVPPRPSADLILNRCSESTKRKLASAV
Furin inhibitor – human furin inhibition; inhibition, % at 30 µM; P09958; 220,000 tested, 0.061% active; purified furin, fluorogenic substrate cleavage; AID 463115; in the data active = inhibition above about 25%; also: inactives centre near -15
The depositor's hits bear a star; x = not tested or not shown; & = joins results of further samples; [ ] = another dose, or the depositor's remark.

SMILES	RBBP9 inh	p97 ATPase inh	Ba/F3 V617F tox	Furin inhibitor	Tb hexokinase	PPC-1+TRAIL kill	PGE2 EP2 inh	p47phox inh	BaF3 tox
O=C(CN1CCN(c2ccccc2F)CC1)Nc1nnc(C(F)(F)F)s1	-3	3	3	-20	-2	14	7	-13	7
COc1ccccc1C1C(C(C)=O)=C(C)N=c2s/c(=C\c3cc(OC)c(OC)c(OC)c3)c(=O)n21 (stereo not given)	4	2	6	-21[20 µM]	-12	9	7	1	5
O=C(Nc1ccon1)c1sc2cc(F)ccc2c1Cl	8	1	-2	-16[20 µM]	2	7	9	-14	2
CCOC(=O)C1(Cc2cccc(OC)c2)CCCN(Cc2nccn2CC)C1 (stereo not given)	-8	-5	0	-23	7	10	5	2	8
CCOC(=O)C1NN=C(C(=O)c2ccccc2)C1c1ccc(OC)cc1 (stereo not given)	-8	-1	-1	-8	-2	x	12	-7	4
CCC1Oc2ccccc2N(CC(=O)NCCN2C(C)CCCC2C)C1=O (stereo not given)	4	0	-1	-11	2	2	-5	2	11
CC(C)c1ccc(/C=C/C(=O)NCc2ccc(S(N)(=O)=O)cc2)cc1	-4	-3	3	-2	12	17	7	-21	-1
CC1(C(=O)NCCCNc2ncc(C(F)(F)F)cc2Cl)C=CCN1C(=O)c1ccccc1 (stereo not given)	-8	-1	2	-20	-8	-2	9	-2	8
CCCN(CCC)S(=O)(=O)c1ccc(C(=O)Nc2nc3c(s2)CCc2ccccc2-3)cc1	-9	1	0	-36	1	7	8	-8	5
O=C(c1ccco1)N1CCN(S(=O)(=O)Cc2ccccc2Cl)CC1	0	3	1	-15	-2	25	4	-10	5
CC(C)CCn1c(NCCc2ccccc2)nc2c1c(=O)n(C)c(=O)n2C	x	x	x	-13	-3	11	10	-5	x
Cc1c(C(N)=O)sc(N)c1C(=O)OC(C)C	-4	8	-3	-25	-1	-5	7	-10	1
O=C(CCCOc1ccc(Cl)cc1Cl)N1CCc2ccccc2C1	-10	2	-4	-2[20 µM]	-5	18	12	7	-2
O=C(CN1CCN(c2ncccn2)CC1)NCCC1=CCCCC1	-7	3	-1	8	0	-2	3	8	7
Cc1cccc(NC(=O)CSC2=NN3CCCC(=O)N=C3S2)c1C	0	-2	0	-9	-2	17	6	-10	-1
COc1cccc(NC(=O)NCCCSC2CCCCC2)c1	-4	-6	1	-20[20 µM]	8	5	2	-5	6
CCc1ccc(-c2csc(NC(=O)COC(=O)CCc3nc4ccccc4s3)n2)cc1	-4	2	0	-17	-1	1	5	-16	6
CCCNC(=O)CCC(=O)Nc1ncc(-c2ccc(C)cc2)n1C	-3	3	-1	-20	0	20	13	-9	3
O=C(NCc1ccccc1)C1CCCN(S(=O)(=O)c2cccc3nonc23)C1 (stereo not given)	-7	2	3	-19	-4	10	9	-32	7
O=C(NCc1ccccn1)c1ccc(CNS(=O)(=O)c2cccc(Cl)c2)cc1	-7	-5	-7	-14	0	-13	9	10	-2
Clc1cccc(OCCN2CCN(CCOc3cccc(Cl)c3)CC2)c1	-3	-9	3	2	-2	2	1	1	8
COc1ccc(C2c3cc(OC)c(OC)cc3CCN2S(C)(=O)=O)cc1OC (stereo not given)	-6	-4	75*	-7	4	13	5	-10	58*
O=C(NCC1CCCO1)C(c1cccs1)N(C(=O)c1ccc(CN2CCOCC2)o1)c1ccc(Cl)cc1 (stereo not given)	-2	4	0	-23	-5	-6	6	-34	6
CCn1cc(Cl)c(C(=O)Nc2nc3ccccc3n2CCN2CCCCC2)n1	-6	-2	-3	-20	-22	9	7	-10	4
COCCNC(=O)CSc1nccn1Cc1ccc2c(c1)OCO2	3	3	2	-10	-1	14	5	-19	4
c1ccc(-c2cc(N3CCCCC3)c3ccccc3n2)cc1	-14	-2	5	-11	-4	-7	4	10	9
CC(=O)OCCCNc1cc(Sc2nc3ccccc3s2)c2nonc2c1[N+](=O)[O-]	-1	6	-1	-6[20 µM]	4	-4	41*	-19	3
Cn1c(=O)c2c(nc(NCc3ccccc3)n2CCCc2ccccc2)n(C)c1=O	-10	1	-2	-5[20 µM]	3	11	20	5	0
CCOC(=O)C1=C(C)N=C2SCCC(=O)N2[C@@H]1/C=C/c1ccccc1	-3	-4	3	-19[20 µM]	-14	3	7	-9	4
Cc1c(NC(=O)c2ccc(N3C(=O)C4C5C=CC(C5)C4C3=O)cc2)c(=O)n(-c2ccccc2)n1C (stereo not given)	-5	-2	-2	-24	5	6	9	-1	0

Some of these compounds in order of the Furin inhibitor value, high to low:
molecule,RBBP9 inh,p97 ATPase inh,Furin inhibitor,Tb hexokinase,p47phox inh
CCOC(=O)C1(Cc2cccc(OC)c2)CCCN(Cc2nccn2CC)C1 (stereo not given),-8,-5,-23,7,2
Cc1c(NC(=O)c2ccc(N3C(=O)C4C5C=CC(C5)C4C3=O)cc2)c(=O)n(-c2ccccc2)n1C (stereo not given),-5,-2,-24,5,-1
Cc1c(C(N)=O)sc(N)c1C(=O)OC(C)C,-4,8,-25,-1,-10

Next section.
SMILES	RBBP9 inh	p97 ATPase inh	Ba/F3 V617F tox	Furin inhibitor	Tb hexokinase	PPC-1+TRAIL kill	PGE2 EP2 inh	p47phox inh	BaF3 tox
O=C1N=C(N2CCCCC2)S/C1=C/C1=Cc2ccccc2OC1	-6	8	0	-20	-10	11	1	-9	4
COc1cccc(CC(=O)Nc2nc3ccccc3[nH]2)c1	-2	-2	1	-24	-8	11	11	-2	6
CCN(CCS(=O)(=O)c1ccc(Cl)cc1)C(=O)Nc1ccc(Cl)cc1	8	10	-5	-4	-6	26	12	-1	4
Nc1cc(=O)nc(SCC(=O)NCc2ccccc2)n1CCc1ccccc1	-9	-2	-3	-17[20 µM]	-1	10	6	-7	4
Cc1ccccc1C(=O)Nc1ccccn1	-8	-2	2	-7[20 µM]	-2	30	7	-8	6
O=C(Nc1ccccc1C(=O)N1CCOCC1)c1noc2c1CCCC2	3	3	-5	-13[20 µM]	-1	7	8	-4	0
O=c1oc2c3c4c(cc2c2c1CCC2)OCCN4CCC3	7	1	4	-43	-1	9	16	11	10
Cc1cc2oc(C(=O)Nc3ccc(S(=O)(=O)N4CCCC(C)C4)cc3)cc(=O)c2cc1Cl (stereo not given)	-5	4	-3	-9	3	2	8	-8	0
CCOC(=O)C1Cc2cc3c(cc2C1=O)CC(C(=O)OCC)C3=O (stereo not given)	5	9	-4	-8	-12	-5	7	-13	2
O=S(=O)(Nc1cccc(-c2cn3ccsc3n2)c1)c1ccc(F)cc1	-4	7	3	-15	42	9	17	-13	6
O=C(NN1C(=O)c2ccccc2C1=O)c1ccncc1	-3	5	1	-16	-2	2	-4	6	7
Cc1ccc(NC(=O)c2ccc(CSc3nnc(-c4ccncc4)n3C)cc2)cc1	-1	2	-1	-11[20 µM]	-4	48	18	7	5
O=C(C1=C[C@@H](c2coc3ccccc3c2=O)C[C@@H](OCc2ccc(CO)cc2)O1)N1CCN(Cc2ccc3c(c2)OCO3)CC1	4	5	-1	-31	-18	5	9	-7	0
CC(C)CC(=O)N1CCN(S(=O)(=O)c2ccc(F)cc2)CC1	-3	1	1	-17[20 µM]	2	25	4	-13	-1
COc1ccc(OC)c(NC(=S)NCCC(c2ccccc2)c2ccccc2)c1	-4	3	2	7[20 µM]	1	x	9	x	2
CC(C)(C)c1ccc(-c2csc(NC(=O)CN3C(=O)NC4(CCCCC4)C3=O)n2)cc1	4	-2	2	-9[20 µM]	0	10	15	-71	9
C=CCOC(=O)C1=C(C)NC(SC)=C(C#N)C1c1cccs1 (stereo not given)	-4	1	0	-12[20 µM]	-5	-18	20	-10	2
COC(=O)c1ccc(OC)c(CSc2nnc(-c3ccc(C(C)(C)C)cc3)o2)c1	-8	3	-2	-7[20 µM]	16	12	3	-1	1
O=C(NC1CCCCC1)C(=S)N1CCOCC1	-2	8	-5	-10	-2	10	14	-5	0
O=C(NCc1ccco1)C1CC(c2cc(C(F)(F)F)cc(C(F)(F)F)c2)=NO1 (stereo not given)	x	x	x	-24	-1	4	4	-3	x
COc1ccc(NCN2C(=O)C3C4C=CC(C4)C3C2=O)cc1 (stereo not given)	-6	-2	2	-16	7	19	15	-1	4
COc1ccc(CNC(=S)NCc2ccc(OC(C)C)cc2)cc1	0	4	-2	-7	16	2	8	-1	5
C[C@]12CC[C@@H]3c4ccc(O)cc4CC[C@H]3[C@@H]1CCC2=O	-3	0	1	-14	1	20	15&12	-7	3
COc1ccc(CCCc2nnc(SCc3nc4ccccc4c(=O)[nH]3)n2C)c(C)c1	-2	-5	2	-15	-9	7	9	3	0
CCc1c(C)nc(SC(C(=O)O)c2ccccc2)c(C#N)c1C (stereo not given)	-1	6	-3	-17	-2	-8	8	-7	4
COc1ccc(Cl)cc1N1C(=O)C2CCCN2C1c1ccc(F)cc1 (stereo not given)	-7	6	-6	-14	-4	31	6	3	0
O=C(NNC(=O)C1CC1c1ccccc1)c1ccccc1F (stereo not given)	-5	0	0	-15	5	18	4	1	2
CCCN(CCC)S(=O)(=O)c1ccc(C(=O)Nc2nnc(COC)o2)cc1	8	6	0	-19	-2	17	3	7	7
O=C(CN1CCN(c2ccccc2)CC1)Nc1ccccc1C(F)(F)F	2	2	1	-14[20 µM]	-2	13	14	-7	6
COc1ccccc1-c1nnc(NC(=O)C(C)C)s1	1	-1	1	-18	-1	-16	7	-11	7

Next part.
SMILES	RBBP9 inh	p97 ATPase inh	Ba/F3 V617F tox	Furin inhibitor	Tb hexokinase	PPC-1+TRAIL kill	PGE2 EP2 inh	p47phox inh	BaF3 tox
COc1ccc(OC)c(N=CC2=C(O)CC(C)(C)CC2=O)c1	-6	-4	3	-3	-14	19	3	-3	10
CN1/C(=C\C(=O)c2cncc(Br)c2)C(C)(C)c2ccccc21	-16	-1	62*	-14	-8	1	24	-173	70*
CC1=C(C(=O)Nc2ccccc2)C(c2cccc([N+](=O)[O-])c2)Nc2nc3ccccc3n21 (stereo not given)	-11	4	-3	-18[20 µM]	-17	19	5	-19	3
Cc1nc(SC2CC(=O)N(c3cc(Cl)cc(Cl)c3)C2=O)nc2c1CCCC2 (stereo not given)	-7	2	-4	-18[20 µM]	25	10	18	-34	2
C/C(=N\Nc1ccccn1)c1ccc(C(C)C)cc1	0	4	0	-10	-5	7	5	-1	5
CCC1(c2ccccc2)NC(=O)N(CC(=O)N2CCN(S(=O)(=O)c3ccccc3)CC2)C1=O (stereo not given)	-9	-2	-1	-12	30	19	5	-8	7
C=CCO/N=C(/CCC)C1=C(N)CC(C)(C)CC1=O	-7	4	-1	-24	-3	28	6	0	1
CCCn1c(SCC(=O)Nc2cc(S(=O)(=O)N3CCOCC3)ccc2Cl)n[nH]c1=O	1	3	-1	-13	1	13	10	-2	0
COc1ccc(N=C2NC(=O)/C(=C\C=C\c3ccco3)S2)cc1	0	6	0	-5	2	7	7	1	-1
Cc1nn(-c2ccccc2)c(N2CCCC2)c1C=O	-5	5	-3	-25	-9	6	3	-5	-1
O=C(NCCN1CCN(C(=O)C(c2ccccc2)c2ccccc2)CC1)C(=O)Nc1ccccc1	-5	-3	6	-3[20 µM]	-2	40	11	-10	5
O=C(COC(=O)c1ccccc1Sc1ccc(C(F)(F)F)cc1[N+](=O)[O-])NC(=O)NC1CCCC1	-10	-4	3	-13	2	12	20	4	4
Cc1ccc(Sc2c(C)nn(C(=O)c3cccc(S(=O)(=O)N4CCOCC4)c3)c2C)cc1	4	-2	4	-24[20 µM]	-10	6	11	3	8

Individual results from above:
`Cc1nn(-c2ccccc2)c(N2CCCC2)c1C=O` – p47phox inh: -5
`C/C(=N\Nc1ccccn1)c1ccc(C(C)C)cc1` – BaF3 tox: 5
`CCC1(c2ccccc2)NC(=O)N(CC(=O)N2CCN(S(=O)(=O)c3ccccc3)CC2)C1=O` (stereo not given) – BaF3 tox: 7

This is a subset; the hit share may differ from the screen's.
